FUS suppressor: suppressors of FUS proteinopathy in yeast | 390,000 compounds, 0.24% hits | S. cerevisiae FUS-expressing, growth rescue, OD600, 24 h | Potency, µM (top dose mostly 76.6 µM), for inactives: at the highest dose growth rescue (activation), hits mostly activators; active = well fitted activation curve with a large enough effect; inconclusive = small, poorly fitted or top-dose-only effect; inactive = no such curve, though single readings can be large or run the other way;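 also: plate controls were DMSO vehicle for no effect and reference control for full effect; nearly all actives have a fitted effect of over 55% in size; some results filed as inactive show a strong effect at the top dose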
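S. cerevisiae expressing FUS from galactose induction served as the toxicity model. Growth after 24hr at 30C, read as absorbance at 600 nm, indicates suppression of toxicity; compounds dosed at several concentrations.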
Starred values were filed as active, the others as inactive; u = inconclusive; & = joins results of further samples. Potency is read from the fitted curve at half-maximal effect.

SMILES	FUS suppressor
COC(=O)[C@]12C[C@H](CC(=O)N3CCN(C(=O)C4CC4)CC3)C(=O)N(CCc3ccc(OC)c(OC)c3)C1=C[C@H](C(C)(C)C)O[C@@H]2C	u
CC(C)CN1C(=O)C[C@]2(C(=O)N(C)c3ccc(NS(=O)(=O)c4ccc(F)cc4)cc32)C1c1ccccc1 (some centres undefined)	30.5%
O=C([C@@H]1C[C@H]1c1ccccc1)N1CCC(Oc2cccnc2)CC1	-8.6%
CCCCN=C(N)NC(=O)OCc1ccccc1	7.0%
Cc1ccnc(SCc2cc(=O)c(OC(=O)c3ccc(C)c([N+](=O)[O-])c3)co2)n1	4.8%
CCCCCCCCN1C(=O)[C@@H](CC(=O)NCc2cccc3ccccc23)C[C@@]2(C(=O)OC)C1=C[C@H](COCc1ccccc1)O[C@@H]2C	22.9%
Cc1ccc(-n2c(SCC(=O)c3ccc4ccccc4c3)nnc2-c2cccnc2)cc1	u
CCCCNC(=O)C[C@H]1C(=O)N(CCCOC)C2=CCCCC[C@]21C(=O)OC	10.6%
COc1ccc(Cn2ccc3ccc(-c4ccc5ccn(Cc6ccc(C#N)cc6)c5c4)cc32)cc1	22.7%
Cc1ccnc(NC(=S)N2CCC(Nc3cccc(C(F)(F)F)c3)CC2)c1	-4.8%
O=C(c1cc(C2CC2)on1)N(C1CCCCC1)C1CCOCC1	14.5%
COP(=O)(OC)C(Cc1ccccc1)NC(=O)CNC(=O)OCc1ccccc1 (centres undefined)	8.0%
CN(Cc1ccccc1)C(=O)OCc1cn(Cc2cc(F)ccc2F)nn1	-2.5%
COc1ccc(N2CCN(CCNS(=O)(=O)c3ccc(F)cc3)CC2)cc1	-5.1%
O=C(Cc1cccs1)NC1CCCCN(Cc2cccc(Cl)c2)C1=O (centres undefined)	7.0%
CN(C)[C@@H]1CCN(c2ccc3c(c2)O[C@@H]2CCN(C2)S3(=O)=O)C1	28.6%
Nc1[nH]c2cc(Cl)ccc2c1C(=O)NCCc1ccc(Cl)cc1	33.9%
C[C@H]1/C=C/CC(=O)N[C@@H](c2ccccc2)[C@@H](C)/C=C/CC(=O)N[C@H]1c1ccccc1	24.4%
Cc1ccc(CNC[C@@]23CO[C@H](c4ccc(Cl)cc4)N2[C@@H](c2ccc(Cl)cc2)SC3)o1	18.3%
COc1ccc(CN(CCN2CCOCC2)C(=O)c2cccc(F)c2)cc1OC	-10.3%
O=C(CSc1nnc(-c2ccccc2F)n1Cc1ccco1)Nc1ccccc1-c1ccccc1	u
COc1ccc(C2Nc3ccccc3C(=O)N2Cc2cccs2)cc1COc1c(C)cccc1C (centres undefined)	34.0%
C[C@@H]1COc2cc(Br)ccc2S(=O)(=O)N1Cc1cn(Cc2ccc(Cl)cc2)nn1	-9.8%
O=C(OCCN1CCN(C2CN(Cc3cn(Cc4ccccc4F)nn3)S(=O)(=O)C2)CC1)c1cc2ccccc2o1 (centres undefined)	1.4%
O=C(CCS(=O)(=O)c1cc2c(cc1Br)CCN2C(=O)C1CC1)N1CCN(c2ccccn2)CC1	3.8%
SMILES	FUS suppressor
COC(=O)C1CN(Cc2ccccc2)CCS(=O)(=O)N1Cc1ccccc1 (centres undefined)	34.9%
O=[N+]([O-])c1ccc(OCCCN2CCC(C(O)(c3ccccc3)c3ccccc3)CC2)c(Cl)c1	15.0%
CCCCCN1CCCCC(NC(=O)c2ccc(F)cc2)C1=O (centres undefined)	3.6%
COc1cccc([C@@H]2NC(=O)C/C=C/[C@H](C)[C@H](c3cccc(OC)c3)NC(=O)C/C=C/[C@@H]2C)c1	18.2%
CN(C)[C@H]1CCN(c2cccc3c2S(=O)(=O)N(C2CC2)CCCO3)C1	-14.7%
CCOc1ccccc1C(=O)Nc1ccc2nc(C)[nH]c(=O)c2c1	9.6%
COc1ccc(-c2cc(-c3nnc(SCC(=O)Nc4ccc(-c5nc6ccc(C)cc6s5)cc4)n3N)[nH]n2)cc1	-5.9%
COc1ccc(S[C@]2(C(=O)N3CCN(c4ncccn4)CC3)CC(=O)N(c3ccc(OC)cc3)[C@@H]2c2ccc(OC)cc2)cc1	u
N#CCC[C@H]1CC[C@]2(CCCN(S(=O)(=O)c3ccccc3)C2)O1	-2.8%
CCCCNS(=O)(=O)CC1NCc2cc(OC)ccc21 (centres undefined)	9.7%
O=S1(=O)c2c(cccc2N2CC[C@H](O)C2)OCCCN1C1CC1	-15.2%
C=CC[C@@]1(c2ccccc2)Oc2ccccc2-c2nc3ccccc3nc21	-14.6%
O=C(Nc1ccc(C(O)(C(F)(F)F)C(F)(F)F)cc1)c1ccc(Cl)cc1	0.2%
O=C(Nc1ccc(Br)cc1)O[C@@H]1CC[C@@]23CCCN2C(=O)CCC[C@H]3C1	38.5%
Cc1ccccc1Cn1cc(CN2[C@H](CC(C)C)COc3cc(Br)ccc3S2(=O)=O)nn1	-10.5%
C[C@H]1C(=O)CC[C@@]23CCCN2C(=O)CCC[C@@H]13	0.4%
COC(=O)[C@]12C[C@H](CC(=O)N3CCSCC3)C(=O)N(Cc3cccc4ccccc34)C1=C[C@H](C1CCCC1)O[C@@H]2C	u
CC(C)CNC(=O)OCc1cn(Cc2cccc(C(F)(F)F)c2)nn1	11.4%
CN(C)c1ccc(NC(=O)NC2CCCCN(Cc3ccc(Cl)cc3)C2=O)cc1 (centres undefined)	35.7%
CCOc1ccc(CCNC(=O)c2ccc(Oc3ccccc3)cc2)cc1OCC	5.4%
COc1ccc2c(CCN3C(=O)c4ccccc4C3=O)c(-c3c(CCN4C(=O)c5ccccc5C4=O)c4ccccc4n3C(=O)OC(C)(C)C)[nH]c2c1	u
C/C(C=NNC(=O)CSc1nnc(-c2ccccc2)n1-c1ccc(C)cc1)=C\c1ccco1	19.8%
CCOC(=O)[C@]12CCCC=C1N(Cc1ccc(OC)cc1)C(=O)[C@@H]2CC(=O)NCc1cccc2ccccc12	48.6%
C[C@@H](N)C(=O)Nc1ccc(Cl)cc1C(=O)c1ccc[nH]1	-5.3%
O=C1CC(N2CCCC2)=NC(=O)N1c1ccc(Br)cc1	-2.5%

Copied from above for reference:
SMILES	FUS suppressor
COC(=O)C1CN(Cc2ccccc2)CCS(=O)(=O)N1Cc1ccccc1 (centres undefined)	34.9%
O=[N+]([O-])c1ccc(OCCCN2CCC(C(O)(c3ccccc3)c3ccccc3)CC2)c(Cl)c1	15.0%

2 entries from above, with each value named.
structure: C[C@@H](N)C(=O)Nc1ccc(Cl)cc1C(=O)c1ccc[nH]1
  FUS suppressor: -5.3%
structure: O=C1CC(N2CCCC2)=NC(=O)N1c1ccc(Br)cc1
  FUS suppressor: -2.5%

Continued.
SMILES	FUS suppressor
CC(C)CC(O)(CC(C)C)c1cn(C(=O)N(c2ccccc2)c2ccccc2)nn1	24.2%
OC[C@H]1CC[C@@H]2O[C@H](CCc3ccc(-c4ccc(F)cc4)cc3)[C@@H](n3cc(C4CC4)nn3)C[C@@H]2O1	u
COc1ccc2[nH]c3c(c2c1)CCN[C@]31C(=O)N(c2ccccc2)c2ccccc21	-22.6%
O=C(OCc1cn(Cc2ccc(F)c(F)c2)nn1)N1CCOCC1	u
O=S1(=O)c2c(cccc2N2CCC[C@@H]2CO)O[C@@H]2CCN1C2	11.5%
CC(C)CNC(=O)OCc1cn(Cc2c(F)cccc2F)nn1	-19.4%
C[C@H](O)[C@@H]1CN2CCc3c([nH]c4c(-c5ccc6c(c5)OCO6)cccc34)[C@@H]2C[C@@H]1N(C)C(=O)c1ccco1	11.6%
COc1cccc(/C=C2\CC3(OC(=O)c4ccco4)CCCN2C3)c1 (centres undefined)	-14.3%
O=C1CCC(CNc2ccccc2)N1c1ccccc1 (centres undefined)	4.6%
O=C(Nc1ccc2ccccc2c1)NC1CCCCN(Cc2cccc(Cl)c2)C1=O (centres undefined)	-13.5%
O=C1N(CCCO)CCC12CCC(c1ccccc1)CC2 (centres undefined)	-9.3%&-12.3%
C=CCOC(=O)C(CO)NC(=O)CCCC(=O)O (centres undefined)	0.5%
COc1ccc(NC(=O)C(CCCCNC(=O)OC(C)(C)C)NC2(C(=O)NCCc3c[nH]c4ccccc34)CCCCC2)cc1 (centres undefined)	u
CCCC1CCC2(CCC(=O)N2CCC#N)CC1 (centres undefined)	-16.7%&-15.4%
CCCC1CCC2(CCCN2CCOC(=S)Nc2ccccc2Br)CC1 (centres undefined)	7.6%
Cc1nc(N2CCN(C(=O)C3CC3)CC2)c2c3c(sc2n1)CC(C)CC3 (centres undefined)	11.2%
CCOC(=O)[C@]12CCCCC/C=C\1N(Cc1ccc(OC)cc1)C(=O)[C@H]2CC(=O)NCc1cccc(C(F)(F)F)c1	u
Cc1ccccc1CN1CCCCC(NC(=O)c2ccc(Br)cc2)C1=O (centres undefined)	2.1%
CCCCOc1ccc(C(=O)NC2CCCCN(Cc3ccccc3C)C2=O)cc1 (centres undefined)	-6.6%
COC(=O)[C@]12CCCCC=C1N(Cc1ccc(OC)cc1)C(=O)[C@@H]2CC(=O)NCc1ccc(C)o1	24.7%
N#CCC[C@H]1CC[C@]2(CCCN(Cc3cccc4ccccc34)C2)O1	-6.1%
O=C(Cn1c(-c2cncs2)nc2ccccc21)NCc1cccs1	39.1%
C=CCN(C(=O)[C@@H](CCCC)[C@@H](O)c1ccc(Cl)cc1)c1ccccc1	u
CC(=O)N1CCN(C(=O)C2CCCN(C(=O)c3ccc4c(c3)NC(=O)CS4)C2)CC1 (centres undefined)	9.0%
COc1ccc(S(=O)(=O)N2CCCCCC2)c2ccccc12	19.0%

Pulled by structure from the entries so far, 5 records:
SMILES	FUS suppressor
COc1cccc(/C=C2\CC3(OC(=O)c4ccco4)CCCN2C3)c1 (centres undefined)	-14.3%
COc1ccc2[nH]c3c(c2c1)CCN[C@]31C(=O)N(c2ccccc2)c2ccccc21	-22.6%
CC(C)CC(O)(CC(C)C)c1cn(C(=O)N(c2ccccc2)c2ccccc2)nn1	24.2%
C=CCOC(=O)C(CO)NC(=O)CCCC(=O)O (centres undefined)	0.5%
OC[C@H]1CC[C@@H]2O[C@H](CCc3ccc(-c4ccc(F)cc4)cc3)[C@@H](n3cc(C4CC4)nn3)C[C@@H]2O1	u

Going on with the list:
SMILES	FUS suppressor
CC[C@H](CCCc1ccc(OC)cc1)CCC(=O)N1CCOCC1	7.2%
O=C(Cn1nnc(-c2ccccc2F)n1)Nc1ccc(F)cc1F	-3.5%
Fc1ccc(C2=Nn3c(nnc3C3CCCCC3)SC2)cc1	0.8%
O=C(OCc1cn(Cc2cc(F)ccc2F)nn1)N1CCOCC1	-26.7%
C[N+]1=C(N)N[C@@]2(C=C3CCCCC3n3c(=O)n(-c4ccccc4)c(=O)n32)C1 (some centres undefined)	-2.7%
O=C(CSc1nnc(Cc2cccs2)n1-c1ccc(Cl)cc1)Nc1ccc(OCc2ccccc2)cc1	44.4%
COc1cccc(CNC(=O)CN2CCCc3ccccc32)c1	7.4%
CN1C2CCCC1CC(NC(=O)c1nn(C)c3ccccc13)C2 (centres undefined)	-5.9%
O=C(Nc1cccc(C(F)(F)F)c1)O[C@@H]1CC[C@@]23CCCN2C(=O)CCC[C@H]3C1	29.3%
O=C(Nc1ccc(Cl)cc1)OC1CCC12CCC(c1ccccc1)CC2 (centres undefined)	-21.5%
COC(=O)CSc1nnc(-c2cccs2)o1	-7.4%
CCCCN(C)c1nc(C)nc2c1nnn2Cc1ccccc1	15.1%
COc1ccc2c3c([nH]c2c1)[C@]1(NCC3)C(=O)N(C)c2ccc(Cl)cc21	15.4%
COC(=O)[C@]12C[C@H](CC(=O)NCc3cccc(C(F)(F)F)c3)C(=O)N(Cc3ccco3)C1=C[C@H](C1CCCC1)O[C@@H]2C	4.47µM*
O=C(OCCCCSc1nnc(-c2cccc3ccccc23)o1)c1ccc(F)cc1	13.2%
O=S1(=O)c2ccc(N3CCSCC3)cc2Oc2ccccc2CN1Cc1cn(Cc2ccc(F)cc2)nn1	u
Cc1nn(-c2ccccc2)c2sc(C(=O)N3CCN(Cc4ccccc4)CC3)cc12	38.6%
CC(C)(C)c1ccc(-c2nnc(SCC(=O)Nc3ccc4c(c3)OCCO4)n2-c2ccc(Cl)cc2)cc1	u
COCCCN1C(=O)[C@H](CC(=O)NCCCN2CCCC2=O)[C@]2(C(=O)OC)CCCCC=C12	1.8%
O=C(NC1CC1c1ccccc1)N1CCC(c2nc3ccc(Cl)cc3[nH]2)CC1 (centres undefined)	22.4%
O=c1c2ccccc2n(Cc2ccccc2)n1[C@@H](Cc1ccccc1)Cn1cc(-c2ccc(-c3ccccc3)cc2)nn1	8.9%
COc1ccc(-c2nnc3n2N=C(c2cccc([N+](=O)[O-])c2)CS3)cc1	19.6%
COC1=C[C@H](C(=O)NCc2ccccn2)[C@H](C)[C@@H](c2ccccc2)CC1=O	0.2%
N#Cc1ccc(CSc2nc3sc4c(c3c(=O)n2-c2ccc(Br)cc2)CCCC4)cc1	10.8%
COC(=O)c1cc(NC(=O)NC2CCCCN(Cc3ccc(Cl)cc3)C2=O)cc(C(=O)OC)c1 (centres undefined)	1.1%
SMILES	FUS suppressor
O=C(Nc1ccccc1C(F)(F)F)OCCN1C(=O)CCC12CCC(c1ccccc1)CC2 (centres undefined)	u
COc1ccc(-c2nnc(SCc3cccc(F)c3)n2-c2ccccc2)cc1	u
CC(=O)CC[C@H]1CC[C@]2(CCCN(C(=O)c3ccccc3)C2)O1	-12.0%
CC(C)(C)c1ccc(S(=O)(=O)N2CCCC(C(=O)NCc3cccs3)C2)cc1 (centres undefined)	-5.3%
COc1cccc(-c2nnc(SCc3cc(C)ccc3C)n2Cc2ccco2)c1	u
COC(=O)CSc1nnc(-c2ccc(NS(=O)(=O)c3ccc(C)c(C)c3)cc2)o1	u
CC(=O)CC[C@H]1CC[C@]2(CCCN(S(=O)(=O)c3ccccc3)C2)O1	13.5%
CCOC(=O)CC[C@@H]1CC[C@]2(CCCN(C(=O)C3CCCC3)C2)O1	-5.4%
O=C(c1ccncc1)N1CC[C@H]2[C@H](CCCN2Cc2ccc(F)cc2)C1	19.5%
COC(=O)[C@]12C[C@H](CC(=O)NCC34CC5CC(CC(C5)C3)C4)C(=O)N(Cc3cccc4ccccc34)C1=C[C@H](COCc1ccccc1)O[C@@H]2C	u

This is a subset; the hit share may differ from the screen's.
